pCIP destab – lowers stability of the mouse p/CIP coactivator protein | Q05BA5 | F442A p/CIP-EGFP cells, EGFP fluorescence, 16 h | decrease of EGFP signal, % at 10 µM | 290,000 tested, 0.01% active;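 active = EGFP signal decrease of at least 30% at 10 µM or well 3 SD below plate mean, unless failing retest; inactive = the rest, including hits failing retest or dose response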; note: some compounds called inactive have numbers as strong as hits; many of its hits are not listed in these tables
UBC9 SUMO inh – SUMOylation inhibition. AID 2006. inhibition, % at 35 µM. HTRF SUMOylation assay, SAE1/SAE2 + UBC9, in vitro. P63279. 290,000 tested, 0.36% active; in the data active = inhibition above about 50%, passing the limit was not always enough; note: strong numbers were not always called active
VIM-2 inhibitor – blocks Pseudomonas aeruginosa VIM-2 metallo-beta-lactamase | inhibition, % at 5.6 µM | 290,000 tested, 0.89% active | purified VIM-2, nitrocefin hydrolysis, epi-absorbance fluorescence;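 active = inhibition above the mean of all tested compounds plus 3 SD, cutoff set per screening run, cut at about 7.5% in these data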;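 note: red hydrolysis product quenches plate fluorescence so inhibitors raise well fluorescence; 0% = enzyme with DMSO and 100% = DMSO without enzyme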
GalR3 antagonist – antagonists of human GalR3; AID 651719; 360,000 tested, 0.44% active; inhibition, % at 3 µM; O60755; HEK293 GalR3-CNG cAMP membrane potential fluorescence; galR3 body fused to GalR1 C-terminus;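 active = inhibition above the screen-wide average plus 3 SD, cut at about 13% in these data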;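 note: forskolin and galanin both at EC90 stimulate the cells; cAMP rise reported by CNG channel membrane potential dye signal; 0% = forskolin plus galanin with DMSO and 100% = forskolin alone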
IDE inh – inhibitors of human insulin-degrading enzyme in cells; P14735; HEK cells, FAbetaB cleavage, fluorescence polarization; inhibition, % at 5.59 µM; 320,000 tested, 0.41% active; AID 434962;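 active = percent inhibition above the average of all tested compounds plus 3 SD, set per screening campaign, cut at about 16% in these data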;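 note: IDE supplied by intact live HEK cells; FP after avidin binding of uncleaved biotin substrate so inhibition keeps polarization high; 0% = DMSO wells and 100% = 60 µM reference IDE inhibitor Ii1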
Target sequence (P14735 whole entry, looked up): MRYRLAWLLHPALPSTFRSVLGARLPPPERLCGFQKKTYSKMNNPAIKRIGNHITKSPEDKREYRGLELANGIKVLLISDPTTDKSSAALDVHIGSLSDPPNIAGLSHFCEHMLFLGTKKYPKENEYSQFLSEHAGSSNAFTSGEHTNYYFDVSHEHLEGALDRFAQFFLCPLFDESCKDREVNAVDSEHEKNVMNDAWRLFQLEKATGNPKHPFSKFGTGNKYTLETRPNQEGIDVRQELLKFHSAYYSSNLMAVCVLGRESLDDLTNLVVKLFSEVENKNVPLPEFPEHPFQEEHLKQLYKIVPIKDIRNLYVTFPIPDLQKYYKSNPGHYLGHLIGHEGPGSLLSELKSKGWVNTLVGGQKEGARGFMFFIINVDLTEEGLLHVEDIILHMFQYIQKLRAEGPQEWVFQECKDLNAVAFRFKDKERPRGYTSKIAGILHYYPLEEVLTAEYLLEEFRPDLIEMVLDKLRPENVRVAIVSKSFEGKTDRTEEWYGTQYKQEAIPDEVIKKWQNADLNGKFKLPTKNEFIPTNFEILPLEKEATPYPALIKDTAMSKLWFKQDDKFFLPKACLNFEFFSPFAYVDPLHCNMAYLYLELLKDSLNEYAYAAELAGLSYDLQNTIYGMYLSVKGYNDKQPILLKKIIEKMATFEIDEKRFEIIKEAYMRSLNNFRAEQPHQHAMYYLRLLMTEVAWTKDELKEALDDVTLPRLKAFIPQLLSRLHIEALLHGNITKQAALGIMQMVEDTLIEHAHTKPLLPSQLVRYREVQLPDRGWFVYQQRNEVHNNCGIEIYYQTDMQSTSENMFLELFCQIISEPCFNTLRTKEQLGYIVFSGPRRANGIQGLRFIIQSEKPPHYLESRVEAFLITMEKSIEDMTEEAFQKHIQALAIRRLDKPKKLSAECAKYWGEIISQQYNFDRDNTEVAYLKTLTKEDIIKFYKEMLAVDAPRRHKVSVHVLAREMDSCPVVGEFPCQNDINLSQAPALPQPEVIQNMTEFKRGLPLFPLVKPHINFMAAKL
IMP-1 inh – blocks Pseudomonas aeruginosa IMP-1 metallo-beta-lactamase. purified IMP-1, nitrocefin hydrolysis, epi-absorbance fluorescence. inhibition, % at 5.6 µM. 290,000 tested, 0.45% active;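 active = inhibition above the mean plus 3 SD of all compounds in the same screening run, cut at about 4.5% in these data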;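 note: 0% = IMP-1 with DMSO and 100% = DMSO wells lacking enzyme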
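System: purified IMP-1 / Input: IMP-1 dispensed at 0.2 nM / Medium: 50 mM HEPES pH 7.1, 50 µM ZnSO4, 0.05% Brij 35 / Timing: 15 min enzyme–compound preincubation, then 25 min nitrocefin reaction, 25 °C / Technique: plate fluorescence quenching by hydrolysis product, ex 480/em 530 nm / Repeats: singlicate testing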
NS3 helicase inh – inhibitors of Hepatitis C virus NS3 helicase. NS3 helicase DNA unwinding, Cy5 molecular beacon fluorescence. inhibition, % at 10.9 µM. 290,000 tested, 0.56% active. AID 1800;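 active = inhibition above the mean of all tested compounds plus 3 SD, set per campaign, cut at about 35% in these data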;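 note: 0% = DMSO wells and 100% = thioflavine S control wells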
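test system = hepatitis C virus NS3 helicase domain fragment enzyme | reagent = annealed dual-labelled DNA beacon duplex, ATP-started | times = 1 h at 25 °C | detection = Cy5 fluorescence, 0 and 60 min reads | read-out basis = percent inhibition from t60/t0 fluorescence ratio | control set = DMSO and thioflavine S | replication = one well per compound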
IDE act – IDE (human) activation, cell-based; HEK cells, FAbeta-B cleavage, fluorescence polarization; 0% vehicle, 100% cell-free pure enzyme wells; P14735; 340,000 tested, 0.073% active; activation, % at 5.96 µM;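 active = activation above the mean of all tested compounds plus 3 SD, set per screening campaign, cut at about 17% in these data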
CRFR2-BP antag – blocks CRF-induced signaling of the CRF-BP/CRF-R2 complex; HEK293 CRF-R2/CRF-BP, CRF-induced calcium fluorescence; inhibition, % at 11.8 µM; 350,000 tested, 0.59% active;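 active = inhibition of the ligand-induced calcium signal above about 50% at the single tested concentration, limit read from the data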
* marks the source's active call; other numbers are inactive results; / = not tested or not shown.

smiles,UBC9 SUMO inh,pCIP destab,VIM-2 inhibitor,IDE act,IDE inh,NS3 helicase inh,IMP-1 inh,CRFR2-BP antag,GalR3 antagonist
CCCC(C)c1nnc(NC(=O)CCS(=O)(=O)Cc2ccccc2)s1 (stereo not given),-9,-6,-1.5,7,1,7,-1.8,-22,-4
Cc1cc(C)n(-c2nc3c(c(=O)n(C)c(=O)n3C)n2C)n1,-22,5,-3.0,6,-2,-1,-4.1,4,-3
COc1ccc(Cn2c(=O)[nH]c3cc(C(=O)N4CCN(c5ccccn5)CC4)ccc3c2=O)cc1,13,-6,-5.9,-1,-5,2,-2.5,-18,4
O=C(O)C1C(c2ccccc2)C(C(=O)Oc2ccccc2)C1c1ccccc1 (stereo not given),-8,4,-1.5,2,-6,6,-0.3,-10,-4
CCNC(=S)N1CCN(CC(=O)Nc2ccc(OC)cc2)CC1,11,9,-3.5,-4,-6,1,-1.4,-3,-8
CN1C(=O)/C(=C/c2cccc(Cl)c2)Sc2ccc(C(=O)NCc3cccnc3)cc21,-2,11,-1.4,-15,9,-7,-2.1,-7,-4
COc1ccc(N2CCN(S(=O)(=O)CCNC(=O)COc3ccc(Cl)cc3)CC2)cc1,0,-5,-6.8,2,1,-1,-2.3,-7,-7
CC(=O)Nc1ccc2nc(NC(=O)COc3ccc(C)cc3)sc2c1,33,10,-3.1,-2,4,7,-3.1,-1,-1
O=C(Nc1cccc(-n2cnnn2)c1)c1cnccc1Cl,11,1,-1.9,0,2,1,-2.0,-5,3
COc1ccccc1-c1ocnc1C(=O)N1CCN(C(=O)C(c2ccccc2)c2ccccc2)CC1,10,-11,2.4,4,1,3,1.4,8,-9
COc1ccccc1NC(=O)CSc1nnc(-c2ccc(C)cc2)o1,4,3,-2.4,3,-5,-2,-1.2,5,-5
CC1=C(C(=O)N2CCOCC2)C(c2c(C)cc(C)cc2C)NC(=S)N1 (stereo not given),3,3,-2.4,2,1,-5,-3.3,-7,-3
COCCN(Cc1cc2cc(C)cc(C)c2nc1Cl)C(=O)Nc1ccccc1,-12,2,-1.4,2,6,5,-2.1,-8,-5
O=C(COc1ccc(C(=O)c2ccccc2)cc1)Nc1ncccc1O,-8,-1,0.3,-2,-1,5,-2.1,-5,2
O=C(NCc1ccco1)C1CCCN1C(=O)Nc1ccccc1[N+](=O)[O-] (stereo not given),1,-7,-1.7,3,5,1,-2.7,9,-6
COc1cccc(C(=O)Nc2nc(-c3ccncc3)cs2)c1,18,7,-3.4,-12,26*,-58,3.2,7,-3
CCC(C)Nc1nc(Cl)nc(NCCOc2ccccc2)n1 (stereo not given),2,-6,-2.4,2,1,6,-2.4,23,-6
COc1ccc(N(C)S(=O)(=O)c2cccc(C(=O)Nc3cccc(C(=O)NC4CC4)c3)c2)cc1,/,/,/,2,1,/,/,37,-6
Cn1c(=O)[nH]c(=O)c2c1nc(Br)n2CC(O)COCc1ccccc1 (stereo not given),11,-7,-0.1,1,1,-6,-1.3,-3,1
COc1ccc(S(=O)(=O)N2CCC(C(=O)NCc3ccccn3)CC2)cc1OC,-2,6,0.3,-6,-5,0,-0.1,-2,-5
CC(=O)NC(=S)c1c(N)n(Cc2ccccc2)c(=O)n(C)c1=O,-6,-4,-3.4,/,7,11,-4.3,/,/
COc1ccc2nc(SCC(=O)NCC3CCCO3)c(C#N)cc2c1 (stereo not given),11,8,0.7,2,-3,2,0.0,-4,-10
CNCc1ccccc1Sc1cc(O)ccc1O,16,-9,1.1,-21,11,32,2.9,-34,-3
CCC(=O)Oc1ccc(C2N(C(=O)CC)CCN2S(=O)(=O)c2ccc(C)cc2)cc1OC (stereo not given),19,-6,0.2,2,-3,-1,0.0,-4,-3
COc1cc(NS(=O)(=O)c2ccc(N/C=C\C(=O)c3ccc(F)cc3)cc2)nc(OC)n1,23,0,-0.1,5,-1,16,-1.2,10,-4
COc1ccc(C(=O)NCc2nnc(SCC(=O)N3CCc4ccccc43)o2)cc1OC,8,-8,-2.5,-1,3,-4,-3.3,-3,-1
CC(=O)Nc1ccc(NC(=O)C2CCCN2C(=O)Nc2ccccc2[N+](=O)[O-])cc1 (stereo not given),3,6,-0.3,1,6,-7,-2.2,14,-3
CC(C)(Cc1ccc(O)cc1)NC(=O)CC(=O)N=Nc1c(O)[nH]c2cc(Br)ccc12,6,-2,-1.3,4,1,0,-2.4,-1,-9
Cc1ccc(C(=O)Nc2ccn(Cc3ccc(F)cc3)n2)o1,-3,-13,-5.3,1,-2,-5,0.8,3,-12
CN1C(=O)C(CC(=O)O)S/C1=N\N=C\c1ccc(O)cc1O (stereo not given),-8,-13,-3.2,6,0,8,-2.7,5,-4
CCn1nc(Cc2cccc3ccccc23)c(C#N)c1N,/,/,/,1,8,/,/,1,-2
CC1CN(C(=O)C2(C)CC2(Cl)Cl)CC(C)O1 (stereo not given),-2,-8,-2.0,0,7,-8,-0.1,2,-2
Cc1ccc(C(=O)n2nc(-c3cccnc3)nc2N)cc1,38,-4,-2.7,3,3,-3,-1.4,1,-7
Nc1ccc(-n2cc(-c3ccccc3)[nH]c2=S)cc1,19,-15,-4.2,0,3,10,-2.1,28,0
O=C(Cn1cnc2cc([N+](=O)[O-])ccc2c1=O)Nc1ccc(Br)cc1,-3,-13,-1.5,6,6,-13,-2.4,3,-2
Cc1ccccc1Cn1ccc(NC(=O)c2cc3ncc(Br)cn3n2)n1,-4,4,-2.0,2,8,-1,-2.3,66*,0
CCc1nc2ccccc2nc1N1CCN(S(=O)(=O)c2ccccc2)CC1,-25,1,-2.6,/,4,-10,-3.5,-3,-3
CCC(=O)c1cc(F)c(N2CCN(C(=O)c3ccco3)CC2)cc1C,15,-7,0.8,1,0,-3,-5.3,22,/
COc1ccc2nc(NC(=O)CS(=O)(=O)c3ccc(C)cc3)sc2c1,16,-10,-1.4,6,-3,-6,-0.1,-4,-6
Cc1cccc(NC(=O)CCCc2ccccc2)c1C,11,-15,-3.4,7,-2,0,-4.0,5,-10
CCOC(=O)c1ccoc1CSCC(=O)N1CCN(S(=O)(=O)c2ccc(C)cc2)CC1,17,0,-1.8,8,9,-1,-2.3,6,-4
COC(=O)C1CCN(C(=O)COC(=O)CNC(=O)c2ccc(Cl)cc2Cl)CC1,/,/,/,1,-4,/,/,2,-2
CC1CCCN(S(=O)(=O)c2cc3c4c(c2)C(C)C(=O)N4CCC3)C1 (stereo not given),/,-8,0.2,-3,2,-2,-1.8,2,-7
COc1ccc(NC(=O)[C@H](C)NC(=O)C2CCN(S(=O)(=O)c3ccc(OC)cc3)CC2)cc1,-4,-1,-1.4,8,-3,-5,-1.2,0,3
Cc1ccc(S(=O)(=O)N(C)c2ccc(C(=O)NCc3ccccn3)cc2)cc1,9,-12,-1.1,-5,8,-8,-1.7,-11,-4
COc1ccc(CN2CCNC(=O)C2CC(=O)N(Cc2nccn2C)C(C)C)c(OC)c1 (stereo not given),13,-2,-6.2,-5,-9,-2,-4.2,-16,-2
NC(=O)CSc1cn(Cc2ccc(F)cc2)c2ccccc12,3,-54,-3.9,1,0,-1,-2.0,-51,/
O=C(CSc1nc2ccccc2o1)Nc1nc2ccc(Br)cc2s1,11,-7,-1.2,2,11,4,-3.2,-10,-2
COC(=O)c1sccc1NC(=O)COc1ccc(F)cc1Cl,3,-2,-5.3,3,4,3,-1.9,-14,-7
O=C(OCC(=O)N1CCc2ccccc21)c1ccccn1,-2,-12,-0.6,-1,1,-18,-3.5,6,-5
CC(=O)Oc1ccc(-c2nc(-c3cccnc3)no2)cc1,-1,3,-1.8,3,3,2,-0.6,-16,-1
COc1ccc(OC)c(C2SCCN2S(=O)(=O)c2cccc(C(F)(F)F)c2)c1 (stereo not given),7,-14,-4.1,3,1,-5,-3.5,1,-9
Cc1nc(N2CCN(c3ccccn3)CC2)c2c(C)c(C(=O)Nc3c(F)cc(F)cc3Br)sc2n1,2,-10,-4.1,-4,1,-9,-4.8,8,-7
COCCN1C(=O)c2oc3ccccc3c(=O)c2C1c1ccc(C(=O)OC)cc1 (stereo not given),-4,-3,-1.7,4,-1,-5,-1.7,-8,-3
COc1ccc(Cc2nnc(SC)[nH]c2=O)cc1,-12,8,-3.4,1,-2,-2,-2.9,-6,-6
CCN(C(=O)CCCCC(=O)N(CC)c1ccccc1)c1ccccc1,/,/,/,0,3,/,/,4,-5

Next records
smiles,UBC9 SUMO inh,pCIP destab,VIM-2 inhibitor,IDE act,IDE inh,NS3 helicase inh,IMP-1 inh,CRFR2-BP antag,GalR3 antagonist
N#Cc1c(NC(=O)CSc2nnc(-c3ccccc3O)n2-c2ccccc2)sc2c1CCCC2,-10,-1,-3.0,1,-3,10,-4.1,17,0
C/C(=N\NC(=O)CNC(=O)c1cccnc1)c1cccc(O)c1,3,0,-2.9,-4,3,-2,-3.4,6,-6
Cc1ccc(/C(C#N)=C\c2ccc(N3CCOCC3)o2)cc1,0,-3,-6.6,-23,0,13,0.6,0,-5
CNC(=O)c1ccc(-c2ccc(F)cc2)s1,-3,-6,-0.5,2,5,-5,-1.7,-18,-4
O=C(CN1C(=O)NC(c2ccccc2)(c2ccccc2)C1=O)NC1CCCCC1,/,/,/,6,-3,/,/,4,-3
O=C(Nc1ccc2c(c1)oc1ccccc12)c1ccc(Br)o1,8,-3,-4.2,4,-1,-1,-3.9,-6,-2
Cc1nn(C(C)C(=O)N/N=C/c2ccc(N(C)C)cc2)c(C)c1[N+](=O)[O-] (stereo not given),-6,-1,-5.2,6,-3,-10,-6.1,2,-3
CCOc1ccc(NC(=O)CN(C)CC(=O)NC(C)c2ccccc2)cc1OCC (stereo not given),19,-8,-4.3,1,3,-6,-1.5,-18,-3
COc1ccc(Cl)cc1N(CC(=O)NCCSCc1ccccc1)S(C)(=O)=O,-2,-14,-2.1,5,10,7,-2.5,6,-2
Cc1ccc(Cn2c(NCCCn3ccnc3)nc3c2c(=O)n(C)c(=O)n3C)cc1,-1,1,5.3,-4,6,7,-1.4,-20,0
CCOc1ccccc1C(=O)Oc1ccc2ccc(=O)oc2c1,11,6,-1.5,6,2,2,-2.1,14,-10
COc1ccc(NC(=O)c2c(Cl)n(C)c3ccccc23)cc1,-1,8,0.3,0,-4,6,-2.4,16,-3

Ordered by the number under GalR3 antagonist (rising): some entries from above
Molecule	GalR3 antagonist
CCOc1ccccc1C(=O)Oc1ccc2ccc(=O)oc2c1	-10
COc1ccc(NC(=O)c2c(Cl)n(C)c3ccccc23)cc1	-3
COc1ccc(Cl)cc1N(CC(=O)NCCSCc1ccccc1)S(C)(=O)=O	-2

Screening data: PubChem BioAssay, several laboratories

This is a random part of the collection. Share with any hit: about 3.2%.
